# EPAC2 antagonist = qHTS for Antagonist of cAMP-regulated guanine nucleotide exchange factor 2 (EPAC2): primary screen; 360,000 tested, 0.18% active; Rap guanine nucleotide exchange factor 4 (Homo sapiens), Q8WZA2; EPAC2 GEF exchange of Rap1B-BODIPY-GDP, fluorescence; Potency, µM (top dose mostly 114 µM), inactives show top-dose activity, negative = inhibition, usual class: inhibitors; further: on the % scale 0 is the no-effect control and ±100 the full control effect; nearly all actives have a fitted effect of over 45% in size; many of its hits are not listed in these tables
# Target sequence (Q8WZA2 whole entry, looked up): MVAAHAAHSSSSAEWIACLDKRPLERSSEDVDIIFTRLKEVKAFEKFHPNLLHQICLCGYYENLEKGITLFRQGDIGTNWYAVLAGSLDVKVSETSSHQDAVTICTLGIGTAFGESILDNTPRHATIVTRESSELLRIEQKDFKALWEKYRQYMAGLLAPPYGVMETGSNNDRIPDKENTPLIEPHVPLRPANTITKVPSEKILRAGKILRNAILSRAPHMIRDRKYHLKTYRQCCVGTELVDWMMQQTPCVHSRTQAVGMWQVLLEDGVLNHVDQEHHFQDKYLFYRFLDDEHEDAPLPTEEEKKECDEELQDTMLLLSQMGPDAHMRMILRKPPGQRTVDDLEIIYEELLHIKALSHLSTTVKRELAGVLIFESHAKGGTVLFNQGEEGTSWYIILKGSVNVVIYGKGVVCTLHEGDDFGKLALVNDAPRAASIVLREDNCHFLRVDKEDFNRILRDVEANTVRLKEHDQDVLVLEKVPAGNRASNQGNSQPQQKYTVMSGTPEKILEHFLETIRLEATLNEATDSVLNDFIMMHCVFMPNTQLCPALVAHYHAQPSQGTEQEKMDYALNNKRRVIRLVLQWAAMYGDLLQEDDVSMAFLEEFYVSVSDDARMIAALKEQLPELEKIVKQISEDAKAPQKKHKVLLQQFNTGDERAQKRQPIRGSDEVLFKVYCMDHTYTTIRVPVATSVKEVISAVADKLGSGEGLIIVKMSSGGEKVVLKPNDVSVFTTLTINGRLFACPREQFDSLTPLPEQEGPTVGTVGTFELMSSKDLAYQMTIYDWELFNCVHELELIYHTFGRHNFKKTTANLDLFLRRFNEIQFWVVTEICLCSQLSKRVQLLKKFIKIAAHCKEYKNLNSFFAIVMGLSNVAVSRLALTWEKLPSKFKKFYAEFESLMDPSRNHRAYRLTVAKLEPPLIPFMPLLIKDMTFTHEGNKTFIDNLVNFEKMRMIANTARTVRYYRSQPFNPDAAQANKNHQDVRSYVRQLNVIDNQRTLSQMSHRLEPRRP
# Nrf2 activator = qHTS of Nrf2 Activators; 410,000 tested, 0.31% active; AREc32 ARE-luciferase reporter (MCF7-derived line), luminescence, 24 h; Potency, µM (doses to about 46.1 µM), for inactives: at the highest dose activation, hits mostly activators; AID 624171, 2012; further: % of control where 0% means no effect; nearly all actives have a fitted effect of over 65% in size
#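 Luminescent ARE reporter assay in AREc32_Fluc cells: overnight plating at 37 deg C, 24 hr compound incubation, Steady-Glo added, 30 min RT before reading.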
# HepG2 tox = qHTS for Inhibitors of TGF-b: Cytotox Counterscreen; HepG2 CAGA-GFP viability, ATP luminescence, 18 h; Potency, µM (doses to about 46.1 µM), for inactives: at the highest dose activity change, negative = cytotoxicity, most hits filed as cytotoxic; 410,000 tested, 0.76% active; AID 588856, 2011; further: some results filed as inactive show a strong effect at the top dose
#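 HepG2 CAGA-GFP cells (1000/well, DMEM with 1% FBS) received compound, then TGF-beta at 500 pg/mL final, and were incubated 18 hours at 37 degrees C. Viability was read by CellTiter-Glo luminescence. Media-only wells were set as complete cell-killing and DMSO as no toxicity.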
# A549 tox = Nrf2 qHTS screen for inhibitors: counterscreen for cytotoxicity; 390,000 tested, 0.16% active; Potency, µM (series often up to 46 µM), for the others: top-dose activity change, negative = cytotoxicity, most hits filed as inhibitors; A549 ARE-Fluc cells, CellTiter-Fluor viability, 18-24 h; further: on the % scale 0 is the no-effect control and ±100 the full control effect
#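 A549 ARE_Fluc cells in 5% FBS OPTI-MEM were exposed to compounds in concentration-response for 18-24 h at 37 deg C. Viability was read by CellTiter-Fluor fluorescence (Ex 405/Em 525) after 30 min, before the luciferase read.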
# MCF10A rerep = A quantitative high throughput screen for small molecules that induce DNA re-replication in MCF 10a normal breast cells; MCF 10A DNA re-replication, Hoechst nuclear intensity, 48 h; Potency, µM (highest dose often 46.1 µM), without a hit: at the top dose activity, positive = re-replication, most hits filed as activators; 350,000 tested, 2.9% active; AID 624296, 2012; further: % of control where 0% means no effect; nearly all actives have a fitted effect of over 50% in size
# ATXN2 expr inh = Primary qHTS for Inhibitors of ATXN expression; HEK-293 ATXN2-luciferase reporter, luminescence, 24 h; Potency, µM (series often up to 57 µM), for inactives: top-dose activity change, negative = inhibition, most hits filed as inhibitors; 360,000 tested, 0.72% active; AID 1745845, 2022; further: on the % scale 0 is the no-effect control and ±100 the full control effect; nearly all actives have a fitted effect of over 55% in size
#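 qHTS (up to 57 uM final) was run with 24 h compound exposure of reporter cells at 37 °C. Each well was multiplexed: SteadyGlo luminescence measured ATXN2-luciferase expression after a fluorogenic Gly-Phe-AFC viability readout (25 uM final).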
# Nrf2 block = Nrf2 qHTS screen for inhibitors; A549 ARE-Fluc reporter, luciferase luminescence, 18-24 h; Potency, µM (titrated, usually from 46 µM), for inactives: top-dose activity change, negative = inhibition, usual class: inhibitors; 360,000 tested, 2.1% active; AID 504444, 2011; further: on the % scale 0 is the no-effect control and ±100 the full control effect; nearly all actives have a fitted effect of over 60% in size
#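 Nrf2 function is reported as luminescence of an ARE-controlled luciferase in A549 cells. Compounds were tested at several concentrations, and a CellTiter-Fluor read on the same wells flagged cytotoxicity.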
# S2 tox = Viability Counterscreen for Primary qHTS for Inhibitors of ATXN expression; S2 cells (HEK-293 line with an ATXN2-luciferase reporter) viability, CellTiter-Fluor protease fluorescence, 24 h; Potency, µM (highest dose often 56.7 µM), most hits filed as cytotoxic; 400,000 tested, 0.49% active; further: nearly all actives have a fitted effect of over 40% in size
# TGFb inhibitor = qHTS for Inhibitors of TGF-b; AID 588855, 2011; HepG2 CAGA-GFP TGF-b/SMAD3 reporter, GFP fluorescence, 18 h; TGF-beta stimulated, 500 pg/mL final; 410,000 tested, 1.2% active; Potency, µM (top dose mostly 46.1 µM), inactives show at the top dose activity, negative = inhibition, hits mostly inhibitors; further: on the % scale 0 is the no-effect control and ±100 the full control effect; nearly all actives have a fitted effect of over 65% in size
#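 Smad-responsive CAGA-GFP expression was quantified in HEPG2 cells exposed to compounds and 500 pg/mL final TGF-beta for 18 h at 37 degrees C; unstimulated wells defined full inhibition.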
# * marks the source's active call; other numbers are inactive results; i = inactive; ? = inconclusive; · = not tested or not shown; & = joins results of further samples; [ ] = another dose, or the depositor's remark. The call rests on the fitted dose curve; in most records, active means well fitted curve in the direction sought with a large enough effect; inconclusive means small, poorly fitted or top-dose-only effect, or another doubt; inactive means no such curve, though single readings can be large; an effect the other way counts as inactive or inconclusive. Potency means the concentration at half of the fitted maximal effect. The list is partial; the hit share may differ from the screen's.
SMILES,EPAC2 antagonist,Nrf2 activator,HepG2 tox,A549 tox,MCF10A rerep,ATXN2 expr inh,Nrf2 block,S2 tox,TGFb inhibitor
COC(=O)c1ccccc1Sc1c(/C=N/OC(=O)c2ccccc2)c(C(F)(F)F)nn1C,-2%[57.1 µM],2.7%,17%,-2%,?,1%,-29%,i,30%
O=C(O)Cc1ccc2[nH]c3ccc(CC(=O)O)cc3c2c1,-1%,-0.3%,-6%,-6%,10%,7%,8%,i,-12%
C=CCNc1nc(N)c([N+](=O)[O-])c(NCCO)n1,3%,0.8%,14%,5%,1%,-1%,3%,i,3%
CCc1cccc(NC(=O)COC(=O)c2cc(=O)c3ccccc3o2)c1,-19%,14µM*,-1%,-5%,-1%,8%,10%,?,0%
O=C(O)C(Cc1ccccc1)N1C(=O)CCC1=O (configuration not stated),19%,0.1%,0%,0%,-7%,-17%,27%,i,10%
C#CCN(C)Cc1ccccc1,11%,-0.5%,-2%,1%,?,0%&8%,11%,i,3%
CCC(C)NC(=O)c1cn(-c2cccc(OC)c2)c(=O)c2ccccc12 (configuration not stated),0%,0.3%,7%,-10%,2%,1%,2%,i,0%
O=C(CN1CCN(Cc2ccccc2Cl)CC1)N/N=C/C=C/c1ccccc1[N+](=O)[O-],-5%,29%,-30%,-12%,10%,-9%,?,i,-5%
Cc1cc(C)c(NS(=O)(=O)c2ccccc2)c(C)n1,-3%,0.2%,-12%,·,·,·,·,i,-7%
Cc1ccccc1C(=O)N1CCCN(C(=O)c2ccccc2C)CC1,13%,-0.4%,-1%,-16%,-1%,-16%,7%,i,-6%
CCOC(=O)Cc1csc(NC(=O)COc2ccc3ccccc3c2)n1,-8%,0.0%,-1%,-14%,19%,-5%,-11%,i,-24%
COc1ccc(NC(=O)CCCn2c(=O)c3sccc3n(Cc3ccccc3C)c2=O)cc1,4%,1.9%,-3%,-5%,-1%,-4%,-9%,i,2%

# 2 neighbouring compounds out of the list so far:
SMILES,EPAC2 antagonist,Nrf2 activator,HepG2 tox,A549 tox,MCF10A rerep,ATXN2 expr inh,Nrf2 block,S2 tox,TGFb inhibitor
COC(=O)c1ccccc1Sc1c(/C=N/OC(=O)c2ccccc2)c(C(F)(F)F)nn1C,-2%[57.1 µM],2.7%,17%,-2%,?,1%,-29%,i,30%
O=C(O)Cc1ccc2[nH]c3ccc(CC(=O)O)cc3c2c1,-1%,-0.3%,-6%,-6%,10%,7%,8%,i,-12%

# Continuation.
SMILES,EPAC2 antagonist,Nrf2 activator,HepG2 tox,A549 tox,MCF10A rerep,ATXN2 expr inh,Nrf2 block,S2 tox,TGFb inhibitor
CCOc1cccc(C2/C(=C(\O)c3ccc4c(c3)OCCO4)C(=O)C(=O)N2Cc2ccncc2)c1 (configuration not stated),3%,0.4%,4%,-3%,-3%,3%,12%,i,0%
C/C(=N/NC(=O)c1cnccn1)c1cccs1,5%,0.4%,-12%,5%,-11%,-7%,17%,i,-24%
Cc1ccc(CNC(=O)c2sc3nc4n(c(=O)c3c2C)CCCC4)cc1,·,3.3%,-22%,-20%,·,·,?,·,-5%
CCc1ccc(C(C(=O)NC2CCCC2)N(Cc2cccnc2)C(=O)c2csnn2)cc1 (configuration not stated),0%,-0.5%,-3%,-13%,-6%,15%,-19%,i,0%
C(=N\Nc1ccccc1)/c1nc2ccccc2s1,0%,7.2%,-14%,-14%,17%,·,?,i,9%
COc1ccc(NC(=O)CSc2nnc(C)n2C2CC2)cc1S(=O)(=O)N1CCOCC1,-18%,-0.8%,57%,6%,-2%,·,11%,·,37%[activator]
CN(C(=O)CSc1n[nH]c(N)n1)C1CCCCC1,2%,0.0%,-5%,-1%,3%,3%,-11%,i,8%
COc1ccccc1CNC(=O)CN1N=C(c2ccccc2)CCC1=O,·,2.4%,-8%,-1%,·,·,·,·,-16%
CCc1cc(-c2[nH]ncc2-c2ccc(OC)cc2)c(O)cc1O,-16%,0.3%,-28%,2%,-23%,?,5%,i,-27%
COc1ccc([C@H]2/C=C\CN(C(=O)C3CC3)[C@@H](C)C(=O)N2Cc2ccc(F)cc2)cc1,6%,0.2%,-21%,-9%,-4%,-7%,-7%,?,-13%
CCN(CC)C(=O)CSCC(=O)Nc1ccccc1,2%,-0.2%,-19%,0%,8.2µM*,1%,0%,i,13%
CCOc1ccc(C(=O)N2CCN(S(=O)(=O)c3cccs3)CC2)c(OCC)c1,-4%,0.1%,1%,4%,4%,-9%,-18%,i,16%
Cc1nn(C)cc1CN(C)C(=O)c1nn2c(c1Cl)NC(c1cccs1)CC2C(F)(F)F (configuration not stated),-14%,0.4%,-1%,-5%,?,-11%,16µM*,i,-3%
Nc1ccc2oc(-c3cccc(Br)c3)nc2c1,9%,5.6%,9%,8%,?,51%[activator],?,i,0%
CCc1cc2cc(C(=O)Nc3ccc(C)cc3)sc2s1,-1%,3.1%,-30%,-14%,21%,4%,-17%,i,-27%
CCOc1ccc(NC(=O)C2CCN(C(=O)N3CC(C)Oc4ccc(Cl)cc43)CC2)cc1 (configuration not stated),·,3.7%,-21%,4%,·,·,-11%,·,?
COc1cc(-c2nc3ccc(Cl)cn3c2Nc2ccc3c(c2)OCO3)ccc1O,·,16%,-65%,2%,·,?,9%,18µM*,?
Cc1ccsc1/C=N/NC(=O)CNC(=O)c1ccco1,10%,-0.5%,-15%,6%,1%,-4%[11.3 µM],7%,i,-5%
Cc1ccc(-c2nc3c4ccccc4ccn3c2Cc2ccccc2C(F)(F)F)cc1,-6%,13%,·,·,·,6%,·,i,·
COc1ccccc1NC(=O)N1CCCC1C(=O)NCc1ccccc1F (configuration not stated),12%,-0.5%,-4%,-2%,0%,4%,15%,i,-11%
Cc1ccc(CCN2C(=O)c3ccccc3C2C(=O)NCc2cccnc2)cc1 (configuration not stated),10%,2.2%,5%,-6%,8%,-23%,?,i,-4%
Cc1cc(S(=O)(=O)NC[C@H]2O[C@@H](n3cnc4c(N)ncnc43)[C@H](O)[C@@H]2O)c(C)s1,-6%,-0.2%,-4%,2%,?,1%,10%,i,3%
O=C(Cc1ccc(-n2c(=S)[nH]c3ccccc3c2=O)cc1)N1CCN(c2ccccc2)CC1,13%,-0.3%,-28%,-17%,1%,-19%,?,i,?
CCOc1ccc(-n2c(SCC(=O)Nc3cc(C(=O)O)ccc3Cl)nc3ccccc3c2=O)cc1,-23%,-0.2%,-25%,-5%,1%,-9%,8%,i,6%
CSc1nc(Oc2ccc(C)cc2)cc(C(F)(F)F)n1,3%,0.0%,0%,4%,-1%,-21%,·,i,-5%
CS(=O)(=O)c1ccc2nc(NC(=O)c3ccc(=O)[nH]c3)sc2c1,3%,0.2%,3%,-6%,-10%,-2%,-20%,i,2%
N#Cc1c(N)nc2c(c1-c1ccccc1)CCCC2,6%,-0.8%,2%,-8%,0%,4%,?,i,-8%
COc1ccccc1Cn1c(C)nc2ccccc21,6%,-0.5%,33%,1%,7%,-12%,-25%,i,20%
CCOc1ccc2oc(-c3ccccc3)c(C(=O)N(C)C)c2c1,-6%,-0.1%,-31%,-2%,-4%,-23%,?,i,-15%
COc1ccccc1CNC(=O)c1cc(C(=O)CC(C)C)c[nH]1,-7%,0.2%,-13%,13%,-10%,·,-20%,?,-10%
Nc1nonc1C(=Nc1ccccc1)NO,-5%,0.2%,12%,12%,-4%,14%,·,i,-12%
CCn1c(SCC(=O)c2ccc3c(c2)Cc2ccccc2-3)nnc1-c1ccc(N)cc1,2%,2.3%,-49%,-3%,5%,-22%,-32%,i,?
C/C(=N\NC(=O)c1cccc(S(=O)(=O)N2CCOCC2)c1)c1ccc(OC(F)F)cc1,0%,0.1%,0%,-3%,11%,-12%,-27%,i,0%
Cc1ccc(C2C(C#N)=C(N)Oc3n[nH]c(C)c32)cc1 (configuration not stated),3%,0.5%,-20%,-2%,-2%,-5%,-15%,i,-26%
COC(=O)c1cc(NC(=O)c2ccoc2C)cc(C(=O)OC)c1,-1%,2.5%,8%,1%,6%,6%,12%,i,0%
Cc1ccc(CNC(=O)CCS(=O)(=O)c2ccc3c(c2)NC(=O)CS3)cc1,-9%,-0.5%,-1%,1%,14%,7%,-29%,i,13%
CC(=O)c1cccc(Nc2ncnc3c2cnn3-c2cccc(Cl)c2)c1,·,1.2%,-2%,-2%,·,13%,·,i,17%
CC(C)(C)c1ccc(OCC(=O)N(c2ccccn2)C2CCCCC2)cc1,-20%,-2.2%,-2%,-15%,10%,-26%,?,i,7%
CN1CCCN(Cc2nc(-c3cccc(C(F)(F)F)c3)no2)CC1,8%,5.9%,-31%,2%,-2%,-25%[11.3 µM],12%,i,1%
Nc1nc2ccc([N+](=O)[O-])c(N)c2s1,-16%,1.6%,-11%,?,?,1%,?,i,-3%
CCOc1cc(C(=S)N2CCN(C)CC2)ccc1OCC(=O)N1CCOCC1,2%,0.3%,-11%,2%,0%,-7%,-19%,i,-1%
CC(C)CC(=O)Nc1ccnn1C1CCN(C(=O)c2ccccc2F)CC1,0%,0.2%,-46%,-2%,1%,4%,15%,?,-13%
COc1ccc(CCN2CC(C(=O)NCCCn3nc(C)cc3C)CCC2=O)cc1 (configuration not stated),-4%,-1.2%,-13%,8%,0%,7%,7%,i,-4%
CN(c1ccc(C(=O)Nc2ccc3c(c2)OCO3)cc1)S(C)(=O)=O,-1%,4.9%,-42%,0%,7%,·,?,?,-24%
CCOC(=O)c1c(NC(=O)CCC(=O)O)sc2c1CCCCC2,-2%,2.9%,2%,0%,-5%,-3%,-26%,i,-30%

# Sorted by number of heavy atoms (rising): some entries from above.
SMILES,EPAC2 antagonist,Nrf2 activator,HepG2 tox,A549 tox,MCF10A rerep,ATXN2 expr inh,Nrf2 block,S2 tox,TGFb inhibitor
CCOC(=O)c1c(NC(=O)CCC(=O)O)sc2c1CCCCC2,-2%,2.9%,2%,0%,-5%,-3%,-26%,i,-30%
CN1CCCN(Cc2nc(-c3cccc(C(F)(F)F)c3)no2)CC1,8%,5.9%,-31%,2%,-2%,-25%[11.3 µM],12%,i,1%
CC(C)CC(=O)Nc1ccnn1C1CCN(C(=O)c2ccccc2F)CC1,0%,0.2%,-46%,-2%,1%,4%,15%,?,-13%
